FLuc inh counter – inhibits firefly luciferase, flagging false hits in luciferase inhibition screens; P08659; ATPLite firefly luciferase biochemical luminescence, 10 min; inhibition, % at 10 µM; actives 1.5% (n = 200,000); AID 1006;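 active means inhibition above about 50% when tested at 10 µM, limit read from the data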
Target sequence (P08659 whole entry, looked up): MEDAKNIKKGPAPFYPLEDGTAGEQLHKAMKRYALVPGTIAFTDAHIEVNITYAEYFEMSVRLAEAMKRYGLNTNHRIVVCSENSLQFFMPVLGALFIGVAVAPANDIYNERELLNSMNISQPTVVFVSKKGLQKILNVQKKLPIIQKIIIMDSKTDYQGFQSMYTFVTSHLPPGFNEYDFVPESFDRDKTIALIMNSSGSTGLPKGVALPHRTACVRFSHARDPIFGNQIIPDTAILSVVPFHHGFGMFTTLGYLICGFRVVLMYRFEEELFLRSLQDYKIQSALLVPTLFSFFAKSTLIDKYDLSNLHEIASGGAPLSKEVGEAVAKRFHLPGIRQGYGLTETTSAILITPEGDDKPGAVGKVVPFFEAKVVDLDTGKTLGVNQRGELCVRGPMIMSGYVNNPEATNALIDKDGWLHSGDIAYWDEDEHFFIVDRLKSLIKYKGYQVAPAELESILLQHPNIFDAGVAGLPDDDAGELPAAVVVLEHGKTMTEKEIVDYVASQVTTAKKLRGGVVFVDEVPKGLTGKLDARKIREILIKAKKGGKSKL
NF-kB neuron act – NF-kB expression increase, human neuronal cells. NF-kB reporter expression; active compounds read high. fold change at 12.5 µM. actives 1.6% (n = 190,000); in the data active means fold change above about 3.3
APP 5'UTR act – APP 5'UTR luciferase reporter activation. SH-SY5Y APP 5'UTR luciferase reporter, luminescence; zero percent = DMSO vehicle wells. actives 1% (n = 190,000). activation, % at 2 µM;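 active means activation above a set limit, based on mean plus 3 SD of controls, cut at about 140% in these data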; further: values of inactives mirror those of a sister screen read the other way
STAT1 act – increases IFN-gamma driven STAT1 reporter signal; NIH 3T3 STAT1-luciferase reporter, luminescence; 100% = IFN-gamma alone, no compound; activation (% of control), % at 5.5 µM; actives 2.6% (n = 200,000); AID 932;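 active means activation above the screen-wide mean activation plus 3 SD, cut at about 130% in these data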;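 further: raw ratio to IFN-gamma control signal so 100% means no change and 0% no light; values of inactives mirror those of a sister screen read the other way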
Hsp70 act – switches on Hsp70 transcription. activation, % at 10 µM. HeLa Hsp70 promoter luciferase reporter, luminescence; scaled: vehicle 0, proteasome-inhibitor control 100%. actives 0.04% (n = 200,000);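 active means activation above the mean across all tested compounds plus 3 SD, cutoff set per campaign, cut at about 5.5% in these data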;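 further: 100% = MG132 at 30 µM as the positive control and 0% = DMSO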
STAT1 inh – inhibitors of IFN-gamma induced STAT1 signaling | inhibition, % at 5.5 µM | actives 0.35% (n = 200,000) | AID 920 | NIH 3T3 STAT1-luciferase reporter, luminescence;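 active means inhibition above a set limit, the mean inhibition across all tested compounds plus 3 SD, cut at about 34% in these data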;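 further: 0% = IFN-gamma with DMSO and 100% = IFN-gamma with 300 µM nifuroxazide; values of inactives mirror those of a sister screen read the other way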
RAM network inh – blocks the yeast RAM network; S. cerevisiae dse1pr::URA3 reporter, 5-FOA growth OD615, 2 d; analog-sensitive cbk1-as2 kinase mutant strain; actives 1.8% (n = 190,000); inhibition, % at 50 µM;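 active means inhibition above a set limit, 3 SD over mean compound inhibition, cut at about 8.4% in these data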;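 further: 0% = DMSO-only wells with no growth and 100% = 10 µM 1-NA-PP1 full growth; inhibition rescues growth on 5-FOA so higher OD means more RAM inhibition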
STAT3 inh – reduces IL-6 driven STAT3 reporter signal; U3A cells, IL-6 STAT3-luciferase reporter, luminescence; host cell line lacks STAT1; inhibition, % at 5.5 µM; actives 0.89% (n = 190,000); AID 862;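 active means inhibition above the mean inhibition across all screened compounds plus 3 SD, cut at about 44% in these data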;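 further: 0% = DMSO only wells and 100% = 100 µM nifuroxazide control wells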
APP transl inh – APP translation inhibition; SH-SY5Y APP 5'UTR-luciferase reporter, luminescence; inhibition, % at 2 µM; actives 0.82% (n = 190,000);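 active means inhibition above a set limit, derived from the sample mean plus 3 SD, cut at about 45% in these data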; further: values of inactives mirror those of a sister screen read the other way
STAT3 activator – STAT3 signaling activation; AID 871; U3A cells, IL-6 STAT3-luciferase reporter, luminescence; 100% = signal with IL-6 EC80 alone; actives 0.91% (n = 190,000); activation (% of control), % at 5.6 µM;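 active means activation above the screen-wide mean of compound activation plus 3 SD, cut at about 130% in these data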;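 further: 0% = background luminescence of wells with medium and substrate only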
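System – human U3A cells carrying STAT3-luciferase construct · Probe or stimulus – Interleukin-6, 33 ng/mL · Schedule – compound 1 h, then IL-6 6 h at 37 °C · Signal – luminescence from STAT3-driven luciferase reporter · Evaluation – percent of IL-6-only median luminescence · Benchmarks – IL-6-only high control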
* hit, by the source's call; . = no result given.

SMILES | FLuc inh counter | NF-kB neuron act | APP 5'UTR act | STAT1 act | Hsp70 act | STAT1 inh | RAM network inh | STAT3 inh | APP transl inh | STAT3 activator
COc1ccc(NC(=S)Nc2ccc3nc(C)c(C)nc3c2)cc1 | -3.6 | 0.66 | 11.2 | 99.9 | -0.5 | 0.1 | -1.1 | 34.2 | -11.2 | 74.5
Cc1ccc(S(=O)(=O)N2CCC(C(=O)N3CCC(C(=O)NCC4CCCO4)CC3)CC2)cc1 (stereo not drawn) | -1.3 | 1.02 | -4.1 | 101.0 | -0.4 | -1.1 | 0.2 | 0.3 | 4.1 | 104.0
COc1ccc([N+](=O)[O-])cc1NC(=O)C(C)Sc1ccc(C)cc1 (stereo not drawn) | 3.6 | 1 | 0.4 | 97.3 | -0.1 | 3.0 | 9.2* | -5.0 | -0.4 | 102.9
O=C(COC(=O)c1ccc(-c2ccccc2)cc1)Nc1ccccc1-c1ccccc1 | -4.9 | 1.02 | 0.2 | 95.0 | -0.3 | 5.7 | 11.8* | 5.7 | -0.3 | 95.4
CCC(CC)C(=O)NCCc1ccc(OC)c(OC)c1 | -5.2 | 1.12 | 4.4 | 94.9 | -0.3 | 3.9 | 0.2 | 6.6 | -4.4 | 94.5
c1ccc2sc(N3CCOCC3)nc2c1 | 9.0 | 1.32 | 29.2 | 116.8 | 0.4 | -18.8 | 2.1 | 5.9 | -29.2 | 97.5
CC(=O)c1ccc(NC(=O)C(C)OC(=O)C(C)Oc2cccc(C)c2)cc1 (stereo not drawn) | -6.0 | 0.89 | -7.0 | 99.0 | -0.3 | 1.1 | 0.0 | 6.5 | 7.0 | 98.8
Cc1c(NC(=O)C(=O)/C=C(\O)c2ccc(Br)cc2)c(=O)n(-c2ccccc2)n1C | -3.9 | 1.08 | 6.0 | 106.8 | -0.2 | -7.5 | -2.1 | -1.5 | -6.0 | 100.8
O=C(O)COc1ccc(S(=O)(=O)NCCc2ccccc2)cc1 | -2.0 | 1.12 | 21.4 | 102.4 | 0.0 | -2.6 | 4.8 | 6.1 | -21.4 | 99.3
C[N+]1(C)CC2([N+](=O)[O-])CC=C(Oc3ccccc3)C([N+](=O)[O-])(C2)C1 (stereo not drawn) | -1.9 | 1.33 | -14.6 | 96.6 | 0.2 | 3.8 | 0.1 | 6.2 | 14.6 | 95.5
CN(C)CCOCCOc1ccc(Cl)c2ccccc12 | -3.4 | 0.97 | -9.3 | 98.3 | -0.1 | -0.3 | -0.9 | 9.5 | 9.3 | 97.2
COc1cc2c(cc1OC)CN(Cc1cc(=O)n3c(-c4ccccc4)csc3n1)CC2 | -4.0 | 0.78 | 27.1 | 92.6 | -0.3 | 8.0 | -0.5 | -16.7 | -27.1 | 113.1
O=C(COc1ccccc1)NC1CCSC1=O (stereo not drawn) | -2.0 | 1.14 | -5.2 | 106.5 | 0.2 | -9.3 | 3.0 | 5.0 | 5.2 | 101.2
COC(=O)c1ccc(/C=N/NC(=O)CC(=O)NCc2cccnc2)cc1 | -7.4 | 1.17 | -1.4 | 98.4 | 0.1 | 1.8 | -0.1 | 0.6 | 1.4 | 99.4
O=C(c1cccnc1)N1N=C2CCCCCC2C1(O)C(F)(F)F (stereo not drawn) | -1.8 | 1.21 | 3.5 | 97.0 | -0.1 | 2.9 | 0.1 | 1.7 | -3.5 | 101.9
CC1CN(CCCCN2C(=O)c3ccccc3C2=O)CC(C)O1 (stereo not drawn) | -0.1 | 1.29 | -4.0 | 104.2 | -0.3 | -4.9 | 1.8 | 5.4 | 4.0 | 102.0
COc1ccc(C(C[N+](=O)[O-])c2c(C)cc3ccccn23)cc1 (stereo not drawn) | -6.6 | 1.03 | -2.4 | 88.4 | -0.3 | 11.1 | 6.2 | -23.4 | 2.4 | 120.7
CC(C)[C@H](NC(=O)NCc1ccco1)C(=O)O | -7.4 | 1.16 | 6.7 | 97.8 | -0.2 | 2.4 | -0.6 | 4.3 | -6.7 | 98.5
Cc1cc(NC(=O)COC(=O)[C@H](Cc2c[nH]c3ccccc23)NC(=O)c2ccc(F)cc2)no1 | -2.2 | 1.04 | 5.6 | 104.5 | -0.2 | -5.0 | 1.1 | -4.3 | -5.6 | 106.3
CCOc1ccc(NC2OCC(O)C(O)C2O)c([N+](=O)[O-])c1 (stereo not drawn) | -5.4 | 1.06 | 0.2 | 97.0 | -0.2 | 1.9 | 0.3 | 3.9 | -0.2 | 100.5
O=C1CC(c2ccccc2)SC(N(c2ccccc2)c2ccccc2)=N1 (stereo not drawn) | -5.9 | 0.91 | -13.7 | 97.5 | -0.5 | 2.7 | 0.5 | -5.2 | 13.7 | 100.1
CC(C)C(=O)Nc1cccc(C(=O)Nc2ccc3c(c2)OCO3)c1 | 33.0 | 4.07* | 137.6* | 119.5 | -0.2 | -21.3 | 1.1 | 16.2 | -137.6 | 93.5
Cc1nc(NC(=O)CSc2nnc3ccccn23)c(Cl)cc1Cl | -1.3 | 0.84 | 5.3 | 106.4 | 0.0 | -7.0 | 1.3 | -3.4 | -5.3 | 106.5
COc1ccc(N(CC(=O)NC2CCCC2)C(=O)Cn2nnc(-c3ccc(OC)c(OC)c3)n2)cc1 | -4.9 | 0.98 | 10.0 | 103.5 | -0.3 | -5.5 | 5.2 | 5.7 | -10.0 | 98.9
NC(=S)n1[nH]c(-c2ccc([N+](=O)[O-])cc2)c(N=Nc2ccc(Cl)cc2)c1=O | 2.7 | 0.57 | -30.4 | 73.0 | 0.1 | 27.2 | 1.4 | 61.1* | 30.4 | 51.4
CC(=O)C(C)Oc1cc(C)cc2oc(=O)c(C)c(C)c12 (stereo not drawn) | -5.1 | 1.02 | -20.2 | 102.9 | -0.3 | -3.2 | 2.0 | 15.5 | 20.2 | 90.0
COc1ccccc1NC(=O)CNC(=O)c1ccccc1 | -6.8 | 0.98 | -2.6 | 105.1 | -0.3 | -1.9 | -0.2 | 4.0 | 2.6 | 99.2
O=C(CCCOc1ccc(Cl)cc1)N1CCCCC1 | 1.8 | 1.8 | 10.1 | 103.1 | -0.3 | -10.5 | -1.7 | 2.3 | -10.1 | 99.1
CN(C)CC(=O)Nc1ccc(Oc2ccc(Cl)cc2)cc1 | -2.5 | 1.21 | -4.5 | 95.0 | -0.2 | 3.4 | 0.6 | 17.7 | 4.5 | 91.2
COC(=O)c1sc(NC(=S)NC(=O)c2ccccc2)nc1C | 63.1* | 1.01 | 83.7 | 110.1 | -0.1 | -11.2 | 1.7 | -19.1 | -83.7 | 119.7
CCN(CC)CCNC(=O)CCCCCn1c(=O)[nH]c2cc(C(=O)OC)ccc2c1=O | -1.1 | 1.16 | -16.8 | 102.2 | -0.1 | -2.0 | -0.6 | -3.5 | 16.8 | 102.8
c1ccc2c3c(c(CN4CCCC4)cc2c1)COC3 | -4.3 | 1.03 | -13.9 | 102.8 | 0.0 | -4.4 | 1.6 | 19.6 | 13.9 | 87.6
COc1ccc(OC(C)C(=O)N2CCOCC2)cc1 (stereo not drawn) | -6.0 | 1.15 | -1.5 | 106.0 | -0.4 | -6.5 | 0.2 | 3.3 | 1.5 | 99.9
COc1cccc2cc(C(=O)N3CCCCC3C)c(=O)oc12 (stereo not drawn) | -2.5 | 0.97 | -7.4 | 100.3 | -0.1 | -2.3 | 0.1 | 7.0 | 7.4 | 96.8
COc1ccc(OC)c(C2CC(=O)N3CN(c4ccccc4)CSC3=C2C#N)c1 (stereo not drawn) | -1.2 | 1 | -1.0 | 100.3 | -0.3 | -0.3 | 0.7 | 15.0 | 1.0 | 94.5
Cc1c(NC(=O)/C(=C/c2cccs2)c2cccs2)c(=O)n(-c2ccccc2)n1C | -1.8 | 1.09 | 3.2 | 101.2 | -0.1 | -1.4 | 0.5 | -8.6 | -3.2 | 103.3
N#Cc1cc([N+](=O)[O-])ccc1N1CCN(c2ccccc2O)CC1 | -1.9 | 1.06 | 14.2 | 124.8 | 0.0 | -29.4 | 1.5 | 14.8 | -14.2 | 94.1
Cc1cccc(Oc2cc([N+](=O)[O-])cc3c2C(=O)Nc2ccccc2O3)c1 | -4.3 | 1.16 | -10.1 | 97.9 | -0.3 | 4.5 | 2.6 | 3.8 | 10.1 | 95.0
c1ccc(NC2=Nc3cccc4cccc2c34)cc1 | 6.5 | 0.87 | 46.6 | 106.0 | -0.3 | -6.3 | 3.6 | 21.6 | -46.6 | 88.2
CCOc1ccc(N/C=C\C(=O)c2ccc3c(c2)OCO3)cc1 | . | 2.26 | -7.8 | 130.9* | -0.1 | -33.5 | 2.2 | 13.0 | 7.8 | 90.1
COC(=O)C(O)(CC(=O)Nc1ccc(OC)cc1)C(F)(F)F (stereo not drawn) | 1.8 | 1.21 | 14.6 | 101.9 | -0.3 | -2.0 | 0.4 | 3.7 | -14.6 | 100.0
NC(=O)C1CCC(NC(=O)OCc2ccccc2)CC1 (stereo not drawn) | -6.7 | 1.34 | 5.8 | 108.1 | -0.2 | -8.9 | 0.6 | -2.7 | -5.8 | 107.8
COc1ccc(NC(=O)CCS(=O)(=O)c2ccccc2Cl)cc1S(=O)(=O)Nc1ccc(Cl)cc1 | -5.3 | 0.92 | 4.0 | 101.3 | 0.1 | -2.8 | 6.9 | 1.2 | -4.0 | 105.9
COC(=O)c1sc(=S)n(-c2cccc(Cl)c2)c1N | -2.6 | 1.2 | 1.4 | 99.0 | -0.3 | 1.1 | 4.0 | -3.8 | -1.4 | 105.4
CCOC(=O)c1c(-c2cccc([N+](=O)[O-])c2)csc1N | -2.7 | 1.01 | -9.6 | 110.1 | 0.0 | -11.6 | 1.4 | -1.9 | 9.6 | 104.0
O=C(CSc1nnc(-c2ccco2)n1CC1CCCO1)N1CCCCC1 (stereo not drawn) | -1.9 | 1.11 | -9.6 | 91.2 | -0.1 | 9.6 | 1.4 | 3.6 | 9.6 | 101.1
Cc1cc(=O)[nH]c(SCC(=O)NC(C)C2CC3CCC2C3)c1C#N (stereo not drawn) | -2.3 | 1.06 | -13.3 | 89.0 | -0.3 | 12.4 | 7.1 | 5.6 | 13.3 | 95.9
O=C(CCNc1n[nH]c(=O)[nH]c1=O)N/N=C\c1cccc(OCc2ccccc2)c1 | -5.6 | 1.08 | 1.7 | 106.0 | 0.0 | -8.5 | 3.0 | 10.8 | -1.7 | 94.0
O=S(=O)(c1ccc2ccccc2c1)N1CCCOC1 | -10.6 | 1.02 | 3.1 | 102.9 | -0.1 | -3.1 | 0.9 | 0.6 | -3.1 | 103.2
c1csc(-c2nnc3ccccn23)c1 | -4.3 | 1.03 | 8.9 | 96.4 | -0.3 | 3.9 | -1.1 | 2.9 | -8.9 | 100.2
CC(=O)c1cc(N2CCC(C(=O)O)CC2)ccc1[N+](=O)[O-] | -1.1 | 1.06 | 6.2 | 103.6 | -0.2 | -4.0 | 0.8 | 12.9 | -6.2 | 92.8
Cc1ccc(S(=O)(=O)Nc2ccccc2-c2ccccc2)cc1 | -3.6 | 1.12 | -89.6 | 98.5 | -0.2 | 1.7 | 3.4 | 5.7 | 89.6* | 101.7

Source: PubChem BioAssay
